S1P1 ag: S1P1 (human) receptor agonism | P21453 | S1P1 agonist cell-based reporter assay | activation, % at 4.5 µM | 1.5% of 16,000 active; in the data active means activation above about 80%
TLR4 MyD88 blk: blocks binding of human TLR4 to MyD88; Cell-based TLR4-MyD88 binding inhibition assay; inhibition, % at 10 µM; O00206; 0.06% of 16,000 active; in the data active means inhibition above about 45%
Luminol counter: quenches luminol chemiluminescence in Nox1 counter-screen | 0.4% of 16,000 active | inhibition, % at 6.7 µM | HRP/luminol/H2O2 chemiluminescence counterscreen; further: reference of the scale not given here
NOTCH agonist: activates NOTCH signaling in reporter cells; NOTCH signaling luciferase reporter cells, luminescence; activation, % at 2.5 µM; 0.4% of 15,000 active; AID 434982; in the data active means activation above about 2.2%
Nox1 inh: inhibitors of human NADPH oxidase 1 (Nox1). Q9Y5S8. HT29 cells, luminol chemiluminescence ROS. inhibition, % at 6.7 µM. 0.81% of 16,000 active. AID 1792
rat GALR2 ag: GALR2 (rat) receptor agonism | O08726 | cell-based GALR2 agonist screen | activation, % at 10 µM | 0.5% of 16,000 active; in the data active means activation above about 15%
Target sequence (O08726 whole entry, looked up): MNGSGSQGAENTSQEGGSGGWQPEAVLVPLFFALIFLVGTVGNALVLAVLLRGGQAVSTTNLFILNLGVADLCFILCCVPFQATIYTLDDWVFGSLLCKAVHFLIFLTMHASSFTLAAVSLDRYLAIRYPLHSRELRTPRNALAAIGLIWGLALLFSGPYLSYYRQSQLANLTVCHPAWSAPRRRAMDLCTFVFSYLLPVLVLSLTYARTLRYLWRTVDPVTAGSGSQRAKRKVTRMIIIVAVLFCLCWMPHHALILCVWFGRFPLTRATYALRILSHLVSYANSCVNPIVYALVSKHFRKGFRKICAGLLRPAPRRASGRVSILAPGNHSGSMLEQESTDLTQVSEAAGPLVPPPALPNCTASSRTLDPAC
PME-1 Maybridge: Maybridge compound blocking human PME-1; Q9Y570; recombinant PME-1, FP-Rh probe fluorescence polarization; inhibition, % at 9 µM; 0.5% of 16,000 active; AID 2291; in the data active means inhibition above about 30%
OPRK1 antag MB: OPRK1 (human) antagonism, Maybridge screen; inhibition, % at 9 µM; AID 652031; P41145; 0.4% of 16,000 active; OPRK1 cells, antagonist mode, fluorescence readout; in the data active means inhibition above about 50%
Target sequence (P41145 whole entry, looked up): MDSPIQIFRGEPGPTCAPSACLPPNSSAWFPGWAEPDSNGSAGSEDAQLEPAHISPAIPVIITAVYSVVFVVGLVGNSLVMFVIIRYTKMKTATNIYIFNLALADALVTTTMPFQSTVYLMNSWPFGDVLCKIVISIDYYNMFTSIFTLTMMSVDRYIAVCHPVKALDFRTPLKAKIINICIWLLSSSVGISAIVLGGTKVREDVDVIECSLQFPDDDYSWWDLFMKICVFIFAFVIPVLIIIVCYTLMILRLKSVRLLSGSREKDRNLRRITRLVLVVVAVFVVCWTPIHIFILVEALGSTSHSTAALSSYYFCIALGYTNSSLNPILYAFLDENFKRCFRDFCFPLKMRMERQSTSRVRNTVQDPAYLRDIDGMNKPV
Starred values were filed as active, the others as inactive; x = not tested or not shown. Unless noted, no stated cut-off is given here; in the data, active means inhibition above about 75%; inactive means the rest. Some of the compounds tested; count on the stated rates, not on these rows.

Structure,S1P1 ag,TLR4 MyD88 blk,Luminol counter,NOTCH agonist,Nox1 inh,rat GALR2 ag,PME-1 Maybridge,OPRK1 antag MB
O=C(NCc1ccc(-c2cccs2)s1)c1ccc(N2CCOCC2)nc1,-10,-16,-6,x,-3,-3,-3,-72
O=C(O)CCc1nc2ccccc2n1CCC(=O)O,0,-8,-1,-0.1,-48,-5,-2,1
O=[N+]([O-])c1ccc(-n2ncc(-c3nnc(-c4ccco4)o3)c2C(F)(F)F)cc1,35,2,-2,-0.1,-25,-7,1,7
Cc1nnsc1C(=O)NC1Cc2ccccc2C1,2,9,2,-0.6,-80,-6,0,8
COc1cccc2c1c(NS(=O)(=O)c1cn(C)cn1)nn2C,3,6,-21,0.7,-41,-5,1,4
O=C(Nc1nc2ccccc2c(=O)s1)c1ccccc1,-13,-6,6,-0.1,-39,1,-1,32
N#CCCN(C(=O)c1ccc(Sc2ccccc2)c([N+](=O)[O-])c1)C1CCCCC1,7,0,0,-0.5,4,-5,13,8
S=c1[nH]nc(-c2ccccc2Cl)n1C1CCCCC1,-6,6,1,-0.4,-3,-6,0,-5
N#CNC=Nc1cc(Cl)cc(Cl)c1,-2,-2,-5,0.1,-5,-8,2,-5
COc1ccccc1C1CCN(S(=O)(=O)c2cc(Cl)cc(Cl)c2)CC1,18,12,-6,0.1,20,-2,3,8
c1ccc2c(c1)Nc1nc3ccccc3nc1N2,-10,1,-1,-0.6,85*,-6,1,3
Cc1cc(C)nc(NS(=O)(=O)c2ccc(NC(=O)c3cccs3)cc2)n1,-17,-5,3,x,-10,-8,0,-4
C(=N\Nc1ccccc1)/c1cccs1,7,10,4,0.1,11,-7,-4,-5
Cc1cc(C(=O)NCc2ccco2)c(C)o1,-2,-1,6,-0.8,-3,-6,-3,-1
O=S(=O)(Cc1cccc(C(F)(F)F)c1)NCc1ccc2c(c1)OCO2,-9,-5,2,0.2,-29,-4,2,10
CN(C)C=C1C(=O)CC(c2ccc(Cl)cc2)CC1=O (centres undefined),6,3,-2,-0.1,-1,-6,-1,0
Cc1nc(C(F)(F)F)ccc1C(=O)Nc1ccc(C(F)(F)F)cn1,-5,7,-1,-0.2,-11,-5,-1,-28
O=C(NC(=O)c1cc(OCC(F)(F)F)ccc1OCC(F)(F)F)Nc1c(F)cc(F)cc1F,-12,4,-1,0.3,-12,-7,-2,3
OC1c2ccnn2[C@@H](O)c2ccnn21 (some centres undefined),-4,3,3,-0.2,4,-8,-3,7
N#Cc1cncc(C#Cc2ccccc2)c1,2,-3,-3,0.1,5,-3,-1,-4

Nothing new here: an excerpt of the list.
Structure,S1P1 ag,TLR4 MyD88 blk,Luminol counter,NOTCH agonist,Nox1 inh,rat GALR2 ag,PME-1 Maybridge,OPRK1 antag MB
O=C(NC(=O)c1cc(OCC(F)(F)F)ccc1OCC(F)(F)F)Nc1c(F)cc(F)cc1F,-12,4,-1,0.3,-12,-7,-2,3
OC1c2ccnn2[C@@H](O)c2ccnn21 (some centres undefined),-4,3,3,-0.2,4,-8,-3,7
N#Cc1cncc(C#Cc2ccccc2)c1,2,-3,-3,0.1,5,-3,-1,-4

Further records
Structure,S1P1 ag,TLR4 MyD88 blk,Luminol counter,NOTCH agonist,Nox1 inh,rat GALR2 ag,PME-1 Maybridge,OPRK1 antag MB
N#Cc1cc(Cl)ccc1N=Cc1cccc([N+](=O)[O-])c1,9,1,-7,0.6,24,-4,1,13
Cc1cc(C(=O)NCc2ccc3c(c2)OCCCO3)nn1C,6,3,-2,-0.3,-2,-6,6,3
Nc1c2c(nc3cccc(F)c13)OCCC2,-10,6,-1,-1.0,13,-8,2,19
COc1cc2ccc(=O)oc2cc1OC,-11,-1,-8,-0.4,18,-6,3,2
COc1cc(C(C)=O)ccc1CN1CCOCC1,-2,-3,2,0.3,-71,-5,-3,0
O=C1CC2(CCc3ccccc32)C(=O)N1CN1CCSCC1 (centres undefined),-15,-9,-4,0.3,1,-3,7,25
c1ccc(Nc2ncnc3cc(-c4ccccc4)sc23)cc1,-32,x,0,0.1,-7,-4,2,17
O=S(=O)(CC1CC1(Cl)Cl)c1ccccc1 (centres undefined),-6,12,-1,0.3,-32,-5,-2,24
COc1cc2nc(NC(=O)c3ccco3)sc(=O)c2cc1OC,-28,-6,-5,-1.3,0,-4,5,16
COc1ccc(CNC(=O)Nc2ccccc2Cl)cc1,3,8,0,-0.5,-26,-4,-2,2
O=C(NC(=O)c1c(F)cccc1Cl)C(=O)Nc1ccc(Cl)cc1,-24,-8,3,-0.3,-19,1,-2,-2
CN(C)/C=C(\C#N)c1nnc(-c2ccccn2)n1C,10,x,1,-0.1,-2,-4,1,4
O=C1c2ccccc2C(=O)N1CC12CC3CC(CC(Br)(C3)C1)C2,-4,28,-1,-0.1,-4,-4,-1,11
CCCCC#Cc1cncc(C(=O)NNC(=O)c2ccccc2)c1,-4,-4,2,-0.7,-40,-2,-2,2
Nc1nc2c(C(=O)NCc3ccncc3)nnn2c2ccccc12,-5,-1,2,0.4,-15,-8,-2,-18
FC(F)(F)c1c2c(nc3cc(-c4ccc(Cl)cc4)nn13)-c1ccccc1C2,-4,5,3,-5.9,-45,-4,-7,10
N#Cc1cccc(CS(=O)(=O)c2ccccn2)c1,-3,1,-6,-0.4,23,-1,7,11
COC(=O)c1c(C)oc(=O)c(Br)c1C,-17,2,0,0.1,-65,-3,1,-6
O=c1[nH]nc(SCCS(=O)(=O)c2ccc(F)cc2)n1Cc1ccco1,-7,2,1,-0.4,-79,-6,-1,-6
S=C1NNC2(CCCCCCCCCCC2)NN1,-7,-6,6,-0.2,9,-6,5,9
ON/C=N/c1ncc(C(F)(F)F)cc1Cl,1,11,4,0.5,-16,-5,4,10
Cc1ccc(S(=O)(=O)N(C)C)cc1NC(=O)CCc1ccccc1,8,2,2,0.0,-78,-6,0,-10
CC(C)(C)c1csc(NNC(=O)c2ccc(Cl)cc2)n1,-4,-18,0,-0.2,85*,-10,0,-1
CCCCCCCC(=O)c1ccc(OCC)cc1O,10,-4,-6,0.0,-1,-7,3,10
O=C(/C=C/c1ccccc1)OCC1CCCN2CCCCC12 (centres undefined),-5,-6,-8,-5.7,-12,-2,8,10
CC(C)(C)c1csc(-c2ccc(-c3ccccn3)s2)n1,17,-8,-1,-0.8,-25,-8,-8,1
CCOC(=O)Cc1c(C)[nH]c(C(=O)OCC)c1CC(=O)OCC,-12,9,0,0.2,-68,-4,-1,-11
CC(=O)c1ccc(N2CCN(CC(=O)Nc3ccc4c(c3)OCCO4)CC2)cc1,19,-5,-5,-0.4,22,3,3,-6
Cn1sc(=O)c2cc(S(=O)(=O)Oc3ccc(C(C)(C)C)cc3)ccc21,-2,5,0,0.3,-50,11,3,12
O=C(Nc1ccc(N2CCCCC2)cc1)c1cccs1,-12,-8,-27,-1.0,45,-7,3,13
O=C(COC(=O)c1ccccc1C(=O)c1ccccc1)c1ccc(Cl)cc1,-6,4,-2,-0.2,-28,-5,3,3
O=C1c2ccccc2C(=O)C1C1c2ccccc2Oc2ccccc21,20,10,3,-0.2,-16,-6,0,-8
O=S(=O)(NCc1ccccc1)c1ccccc1,-10,-9,2,-0.8,-68,-2,3,-12
COc1ccc(OCC(O)CNS(=O)(=O)c2cccs2)cc1 (centres undefined),-11,8,1,-0.6,-40,-8,0,-1
CS(=O)(=O)c1ccccc1C(=O)O,-13,3,3,-0.2,-35,-6,-3,-28
CC(C)(C)NC(=O)N/N=C/c1[nH]ncc1Br,-2,21,-3,-0.7,7,-5,4,1
CCCc1cnc(N2CCCN(C(=O)OC(C)(C)C)CC2)nc1,6,3,2,-0.7,-36,-10,1,8
CCc1cccc(C(C)C)c1NC(=O)Nc1ccccc1,-13,0,-1,-0.3,-8,-8,4,-19
CCOC(=O)c1cc(C)[nH]c(=O)c1C#N,-32,-3,-3,x,0,-4,0,13
O=C(Nc1cccnc1Sc1ccc(Cl)cc1)C1CC1,0,-8,-1,-0.5,-77,-5,0,-18

Some of the entries so far, as labelled records.
> CC(C)(C)NC(=O)N/N=C/c1[nH]ncc1Br
  S1P1 ag: -2
  TLR4 MyD88 blk: 21
  Luminol counter: -3
  NOTCH agonist: -0.7
  Nox1 inh: 7
  rat GALR2 ag: -5
  PME-1 Maybridge: 4
  OPRK1 antag MB: 1
> CC(C)(C)c1csc(-c2ccc(-c3ccccn3)s2)n1
  S1P1 ag: 17
  TLR4 MyD88 blk: -8
  Luminol counter: -1
  NOTCH agonist: -0.8
  Nox1 inh: -25
  rat GALR2 ag: -8
  PME-1 Maybridge: -8
  OPRK1 antag MB: 1
> Cn1sc(=O)c2cc(S(=O)(=O)Oc3ccc(C(C)(C)C)cc3)ccc21
  S1P1 ag: -2
  TLR4 MyD88 blk: 5
  Luminol counter: 0
  NOTCH agonist: 0.3
  Nox1 inh: -50
  rat GALR2 ag: 11
  PME-1 Maybridge: 3
  OPRK1 antag MB: 12

More records
Structure,S1P1 ag,TLR4 MyD88 blk,Luminol counter,NOTCH agonist,Nox1 inh,rat GALR2 ag,PME-1 Maybridge,OPRK1 antag MB
COC(=O)NC(=O)c1ccc(Oc2ccc(C(F)(F)F)cc2[N+](=O)[O-])cc1,9,7,-5,-0.3,-38,-6,1,-6
O=C(O)CS/C=C/c1ccccc1,0,1,-2,-0.4,3,-5,4,-2
Nc1nc(Nc2ccccc2)n(-c2ccccc2)c(=O)n1,5,0,-1,-0.1,-18,-6,-1,-18
COC(=O)c1sc(SC)c(S(=O)(=O)C(C)C)c1N/N=C(\C#N)S(=O)(=O)C(C)C,4,3,4,0.1,-25,-9,-1,-7
CN(C)N1C(=O)c2cccc3c(Br)ccc(c23)C1=O,-13,-9,3,0.1,-24,-7,8,-16
O=c1[nH]c(=S)[nH]nc1-c1ccc(Cl)cc1,-23,-11,11,0.3,7,-6,-7,6
